TRPC6 inh = inhibitors of mouse TRPC6 channel; Q61143; HEK293-TRPC6, membrane potential dye, ACh-evoked depolarization; hits give low values; B-score at 10 µM; hit rate 1.1% among 310,000;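 active = B-score under library mean minus 3 SD, initial fluorescence not abnormally high, positive integrated signal ratio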;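 note: B-score derived from integrated fluorescence ratio over the kinetic read; more negative B-score means stronger inhibition of depolarization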
aSyn UTR inh = 5' untranslated region of α-synuclein, MLPCN primary screen | alpha-synuclein 5'UTR reporter, inhibitor activity | inhibition, % (tested at 7.5 µM) | hit rate 0.82% among 300,000 | AID 1813; in the data active = inhibition above about 60%;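 note: H4 neuroglioblastoma cells stably carrying SNCA 5'UTR luciferase fusion; 0% = DMSO wells and 100% = positive control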
KLF5 inh = kruppel-like factor 5 inhibition. DLD-1 KLF5 promoter-luciferase reporter, luminescence. inhibition, % at 5 µM. hit rate 0.23% among 290,000;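 active = inhibition above a per-plate limit of that plate's mean compound inhibition plus 3 SD, cut at about 60% in these data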;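 note: 0% = DMSO wells and 100% = LY294002 at 200 µM; higher means less KLF5 promoter-driven luciferase light; inactives centre near -14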
SKKanGAS inh = inhibitors of SKKanGAS S. pyogenes growth in kanamycin (SK-promoter or general growth effect) | BacTiter-Glo, 6 h | inhibition, % at 7.5 µM | hit rate 1.3% among 300,000;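 active = mean replicate score, as percent of positive control median, at least 50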;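 note: strain carries kanamycin resistance gene driven by streptokinase promoter and grows in 40 µg/ml kanamycin; loss of luminescence reflects streptokinase promoter inhibition or plain growth inhibition; 0% = median of DMSO wells and 100% = positive control at its reference dose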
TRPC4 block = inhibitors of mouse TRPC4 channel. AID 2247. HEK293 TRPC4beta/mu-opioid, DAMGO-evoked Fluo4 calcium flux; hits give low values. B-score at 10 µM. Q9QUQ5. hit rate 0.39% among 300,000;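 active = B-score over 3 SD under the library average, no early fluorescence shift, positive overall ratio signal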
Target sequence (Q9QUQ5 whole entry, looked up): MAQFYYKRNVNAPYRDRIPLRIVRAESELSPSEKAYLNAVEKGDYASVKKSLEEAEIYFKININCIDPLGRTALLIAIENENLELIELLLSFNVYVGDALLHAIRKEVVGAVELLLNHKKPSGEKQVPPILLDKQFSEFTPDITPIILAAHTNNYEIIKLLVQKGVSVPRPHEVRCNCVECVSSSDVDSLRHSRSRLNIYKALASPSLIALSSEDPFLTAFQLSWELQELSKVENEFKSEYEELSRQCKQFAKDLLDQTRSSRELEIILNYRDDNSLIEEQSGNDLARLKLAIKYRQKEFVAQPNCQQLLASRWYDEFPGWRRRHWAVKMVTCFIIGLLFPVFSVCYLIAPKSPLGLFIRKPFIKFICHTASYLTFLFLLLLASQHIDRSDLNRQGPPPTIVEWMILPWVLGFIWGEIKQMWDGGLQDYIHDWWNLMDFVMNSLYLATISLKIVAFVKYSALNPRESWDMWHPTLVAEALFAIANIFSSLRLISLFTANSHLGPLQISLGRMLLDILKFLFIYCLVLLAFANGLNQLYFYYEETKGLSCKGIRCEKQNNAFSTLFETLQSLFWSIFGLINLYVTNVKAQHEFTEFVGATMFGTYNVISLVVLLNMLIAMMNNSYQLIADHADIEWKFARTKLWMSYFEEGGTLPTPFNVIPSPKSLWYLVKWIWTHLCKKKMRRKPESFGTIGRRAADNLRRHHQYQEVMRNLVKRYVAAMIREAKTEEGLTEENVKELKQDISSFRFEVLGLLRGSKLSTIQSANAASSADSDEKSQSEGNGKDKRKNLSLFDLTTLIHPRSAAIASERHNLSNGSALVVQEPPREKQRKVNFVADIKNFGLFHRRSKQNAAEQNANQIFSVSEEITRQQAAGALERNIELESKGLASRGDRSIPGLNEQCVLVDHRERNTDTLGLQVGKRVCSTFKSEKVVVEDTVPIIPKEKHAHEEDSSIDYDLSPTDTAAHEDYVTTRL
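test system = HEK293 cells with stable TRPC4beta plus mu-opioid receptor expression | detection = Fluo4 Ca2+ flux fluorescence | read-out = integrated fluorescence ratio relative to baseline, converted to per-well B score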
IEC-6 cytotox = kills IEC-6 intestinal cells in KLF5 counter-screen; IEC-6 cytotoxicity, luminescence viability; inhibition, % at 5 µM; hit rate 0.78% among 290,000; in the data active = inhibition above about 22%;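 note: 0% = plate median of test compound wells and 100% = cytotoxic reference compound wells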
HIF activator = HIF pathway transcriptional activation; U2OS HRE-luciferase reporter, luminescence; normalized: DMSO 0%, desferrioxamine 100%; activation, % at 7.5 µM (by protocol); hit rate 0.32% among 300,000; AID 1910;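 active = mean activation of at least 10% of the iron chelator positive control signal, with at least half of replicates also reaching 10%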
TRPC6 act = mouse TRPC6 channel activation. HEK293-TRPC6 membrane potential dye fluorescence; hits give high values. hit rate 0.13% among 310,000. B-score at 10 µM. AID 2550. Q61143;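 active = B-score of the integrated fluorescence ratio above library mean plus 3 SD, and starting fluorescence ratio within library mean plus 5 SD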;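 note: higher score means more depolarization so channel activation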
MrgX1 antag = blocks BAM8-22 activation of human MrgX1 receptor; Q96LB2; AID 588676; B-score at 10 µM; MRGX1-HEK293 calcium flux, Fluo-4, BAM8-22 antagonism; hits give low values; hit rate 1.3% among 310,000;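 active = calcium-response B-score plate-corrected more than 3 library SD below zero, starting fluorescence within 5 deviations, no agonist response on first addition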;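 note: peak minus trough fluorescence over baseline after final BAM8-22 challenge near maximal dose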
TRPC4 act = TRPC4 (mouse) channel activation; hit rate 0.49% among 310,000; HEK293 TRPC4beta/mu-opioid, Fluo4 calcium fluorescence; hits give high values; B-score at 10 µM; Q9QUQ5;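 active = B-score above 5 SD of library B-scores, and initial fluorescence ratio not above library mean plus 5 SD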;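 note: positive B-score marks a calcium rise read as TRPC4 activation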
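Test system: HEK293 cells stably co-expressing mouse TRPC4beta and mu-opioid receptor | Schedule: Fluo4 dye loading 45 min at room temperature, 110 s recording | Measured by: Kinetic Fluo4 calcium fluorescence, 5 s baseline at 1 Hz | Evaluation: B score of integrated ratio | Controls: Buffer (low) and maximal DAMGO (high)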
TRPC4 potent = TRPC4 (mouse) allosteric potentiation. B-score at 10 µM. hit rate 0.42% among 310,000. Q9QUQ5. AID 2227. HEK293 TRPC4beta/mu-opioid, DAMGO EC20, Fluo-4 Ca2+ flux; hits give high values;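 active = B-score of calcium response area above 5 SD of library B-scores, with initial fluorescence ratio within 5 SD of library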;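 note: B-score of integrated fluorescence ratio over time as area under calcium response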
* = called active by the depositor; i = inactive; x = not tested or not shown.

Order of values – TRPC4 block	TRPC4 act	TRPC6 inh	SKKanGAS inh	TRPC6 act	TRPC4 potent	IEC-6 cytotox	aSyn UTR inh	HIF activator	MrgX1 antag	KLF5 inh
> Cc1cc(C)c(NC(=O)C2CCCO2)c(C)c1NC(=O)C1CCCO1 (stereo not drawn)
  i	i	i	1	i	i	6	-2	0.8	i	-14
> O=C(NCc1ccc(F)cc1)C(c1ccncc1)N(C(=O)c1csnn1)C1CC1 (stereo not drawn)
  i	i	i	-5	i	i	2	12	0.0	i	-5
> CNCC(=O)Nc1ccc(Cl)c(C(F)(F)F)c1
  i	i	i	-2	i	28*	5	-22	0.4	i	-23
> Fc1cccc(F)c1/C=N/NC(=S)Nc1cccnc1
  i	i	i	-11	i	i	3	-5	0.3	i	4
> COc1ccc(C(CC(=O)Nc2ccc(Cl)cc2F)NC(=O)C(F)(F)F)cc1 (stereo not drawn)
  i	i	i	-4	i	i	-7	1	-0.7	i	1
> Cc1ccc(N=Cc2nc(-c3ccco3)oc2O)cc1
  i	i	i	3	i	i	4	-69	1.8	i	-35
> O=C(NCc1ccc(F)cc1)C1CCCN(S(=O)(=O)c2ccc(-n3cnnn3)cc2)C1 (stereo not drawn)
  i	i	i	-5	i	i	5	14	0.0	i	4
> Cn1c(SCC(=O)c2c(N)n(C)c(=O)n(C)c2=O)nnc1-c1ccc(F)cc1
  i	i	i	-6	i	i	7	2	-0.1	i	-12
> Cc1cc(Cl)ccc1NC(=S)N1CCC(C(N)=O)(N2CCCCC2)CC1
  i	i	i	-3	i	i	-2	31	0.1	i	-13
> Cc1c(NC(=O)C2CCCN2C(=O)c2cccs2)c(=O)n(-c2ccccc2)n1C (stereo not drawn)
  i	i	i	-1	i	i	-2	6	-0.3	i	0
> CC(=O)Nc1ccc(C2NC(=O)CCC2[N+](=O)[O-])cc1 (stereo not drawn)
  i	i	i	-8	i	i	-2	-19	-0.3	i	-21
> COc1ccc(CN(C)Cc2c(O)ccc3cc(Br)ccc23)cc1OC
  i	i	i	6	i	i	-2	-19	3.2	i	-6
> CCOCCCNc1nc2ccccc2[nH]1
  i	i	i	-18	i	i	4	-24	0.3	i	-17
> Cc1ccc(S(=O)(=O)NCc2cn3ccccc3n2)c(C)c1
  i	i	i	-6	i	i	1	12	-0.2	i	-38
> O=S(=O)(Nc1nc2ccc(S(=O)(=O)N3CCCC3)cc2s1)c1ccc(F)cc1
  i	i	i	11	i	i	6	11	-0.3	i	14
> COc1ccc(Br)cc1/C=N/NC(=O)C[n+]1ccccc1
  i	i	i	-2	i	i	1	13	0.9	i	-14
> CC1(C)CC(=O)C2=C(C1)NC1=C(C(=O)c3ccccc31)C2c1cc([N+](=O)[O-])ccc1O (stereo not drawn)
  i	i	-5.4*	17	i	i	1	-6	0.1	i	7
> Cc1ccc(C(=O)NC2CC(C)(C)NC(C)(C)C2)c(C)c1
  i	i	i	1	i	i	4	-7	0.0	i	-8
> CCCN1CCN(S(=O)(=O)c2cc3c(cc2C)NC(=O)CO3)CC1
  i	i	i	-2	i	i	-3	-6	0.3	i	-13
> CC(=O)c1sc2nsc(SCCN3CCOCC3)c2c1N
  i	i	i	-1	i	i	24*	-18	-0.3	i	0
> Clc1ccc(CSc2ccc(-c3cccnc3)nn2)cc1
  i	i	i	16	i	i	3	-18	0.5	i	-4
> CCOC(=O)/C(C#N)=C1/C=CN(c2ccc(C)cc2)C=N1
  i	i	i	-1	i	i	-3	-97	x	i	-45
> Cc1nc(N(C)C)c2sc(=S)n(C)c2n1
  i	i	i	-2	i	i	0	24	-0.1	i	-2
> O=C(NC1CCCc2ccccc21)C1CCN(S(=O)(=O)c2cccc(C(F)(F)F)c2)CC1 (stereo not drawn)
  i	i	i	-3	i	i	-1	21	-1.0	i	-24
> CCN(CC)C(=O)CN(c1ccc(C)cc1)S(=O)(=O)c1ccc(SC)cc1
  i	i	i	-5	i	i	2	23	0.5	i	3
> CN(C)S(=O)(=O)c1ccc2c(c1)nc(CCC(=O)Nc1ccc3c(c1)OCO3)n2C
  i	i	i	-8	i	i	-2	-23	0.4	i	-25
> Cc1ccccc1S(=O)(=O)Cc1ccc(C(=O)NCCCN2CCCC2)o1
  i	i	i	-7	i	i	-5	-21	0.1	i	-7
> CC1CCN(C(=O)C(=O)Nc2sc3c(c2C(=O)O)CC(C)(C)OC3)CC1
  i	i	i	3	i	i	5	-8	-0.1	i	-28
> COCCCNc1ccc([N+](=O)[O-])cc1C(=O)Nc1cccc(C)n1
  i	i	i	-4	i	i	-3	5	-0.4	i	-27
> O=C(CSc1ncn[nH]1)c1ccc2c(c1)OCO2
  i	i	i	-1	i	i	2	-1	0.5	i	-25

Continued:
Order of values – TRPC4 block	TRPC4 act	TRPC6 inh	SKKanGAS inh	TRPC6 act	TRPC4 potent	IEC-6 cytotox	aSyn UTR inh	HIF activator	MrgX1 antag	KLF5 inh
> COc1ccc(NC(=O)NNC(=O)C(C)Oc2ccc3ccccc3c2)cc1OC (stereo not drawn)
  i	i	i	-6	i	i	-15	10	-0.5	i	-13
> CN(C(=O)COC(=O)C1CCN(S(=O)(=O)c2cccs2)CC1)c1ccccc1
  i	i	i	-12	i	i	-4	-13	0.5	i	-12
> COC(CNC(=O)CCc1c(C)nc2c(-c3ccc(F)cc3)c(C)nn2c1C)OC
  i	i	i	1	i	i	-2	1	-0.3	i	-22
> CC(C)NC(=O)CSc1nc(N)c(-c2ccccc2)c(=O)[nH]1
  i	i	i	1	i	i	-3	-22	0.1	i	-1
> O=C(Nc1nccs1)c1csc2c1CCCC2
  i	i	i	40	i	i	7	-129	-6.1	i	-77
> O=C(NCc1ccccc1)c1c(F)c(F)c(F)c(F)c1F
  i	i	i	13	i	i	4	-4	-0.2	i	-9
> Cc1cccc(NCCC(=O)c2ccc([N+](=O)[O-])cc2)c1C
  i	i	i	2	i	i	2	9	-0.4	i	-18
> COCC(=O)Nc1c(C(=O)Nc2ccc3c(c2)OCO3)oc2ccccc12
  i	i	i	-10	i	i	6	-117	1.9	i	-113
> COc1ccc(OCC(=O)N/N=C/c2ccncc2)cc1
  i	i	i	3	i	i	2	12	-0.6	i	-19
> COC(=O)C1=C(C)Nc2c(c(=O)n(C)c(=O)n2C)C1c1ccncc1 (stereo not drawn)
  i	i	i	-10	i	i	1	19	0.2	i	-11
> O=C(Cc1ccc([N+](=O)[O-])cc1)N/N=C/c1ccccc1F
  i	i	i	-6	i	i	-5	22	2.0	i	-33
> O=C(C[n+]1ccn(-c2ccccc2)c1)c1ccc([N+](=O)[O-])cc1
  i	i	i	-3	i	i	-3	9	-2.0	i	-32
> COc1ccc(CN(CC(=O)NCCC(C)C)C(=O)CCC(=O)Nc2nccs2)cc1
  i	i	i	-3	i	i	15	16	-0.2	i	22
> COc1cccc(-c2coc3c(C)c4oc(=O)c(CCC(=O)O)c(C)c4cc23)c1
  i	i	i	51*	i	i	6	-3	1.0	i	0
> Nc1ncc(Br)cc1S(=O)(=O)NCCC(=O)NCc1ccc(F)cc1
  i	i	i	1	i	i	-1	-12	0.4	i	-1
> Clc1ccc(-c2cc(CN3CCCCC3)no2)cc1Cl
  i	i	i	3	i	i	1	-114	2.4	i	-27
> O=C(CCCn1c(=O)oc2ccccc21)N1CCc2ccccc2C1
  i	i	i	0	i	i	4	-24	0.5	i	-11
> CCOc1ccccc1NC(=S)N1CCC(NC(=O)C(C)(C)C)CC1
  i	i	i	-4	i	i	4	1	0.6	i	-16
> Cc1ccc(Cn2c(C)c3cnn(CC(=O)NC4CCCC4)c(=O)c3c2C)cc1
  i	i	i	-2	i	i	4	-36	1.4	i	-35
> Cn1cc(C(=O)C(=O)N2CCc3ccccc32)c2ccccc21
  i	i	i	7	i	i	3	-9	0.8	i	5
> COc1ccc(OC)c(S(=O)(=O)N2CCC(C(=O)NC3CCCC3)CC2)c1
  i	i	i	0	i	i	-11	-7	1.8	i	-14
> CCOc1ccc2nc(-c3ccccc3)nc(SCC(=O)Nc3ncc(C)s3)c2c1
  i	i	i	2	i	i	-4	10	-0.4	i	9
> Cc1ccc(-c2nc3cccnc3s2)cc1NC(=O)c1ccco1
  i	i	i	4	i	i	-2	-198	1.6	i	-30
> CN(c1cccc(NC(=O)CN2C(=O)c3ccccc3S2(=O)=O)c1)S(C)(=O)=O
  i	i	i	-10	i	i	-1	28	-0.9	i	-48
> CCOC(=O)Cn1c(-c2ccccc2)ccc(C#N)c1=O
  i	i	i	0	i	i	1	12	-0.2	i	-40
> Cc1cc(OC(=O)c2ccccc2Br)cc(=O)n1C
  i	i	i	-2	i	i	-3	7	0.7	i	-9
> O=C(CSc1nc2c(c(=O)[nH]1)CCC2)Nc1ccc(F)cc1
  i	i	i	10	i	i	6	2	-0.2	i	-15
> O=C(NCCN1C(=O)S/C(=C\c2ccccc2F)C1=O)C1CCN(S(=O)(=O)c2cccs2)CC1
  i	i	i	-8	i	i	4	10	x	-8.9*	-24
> O=C(CSc1ccccc1)Nc1cccc(S(=O)(=O)N2CCCC2)c1
  i	i	i	1	i	i	0	-6	0.2	i	-1
> O=C(/C(=N\O)n1cncn1)c1ccc(Cl)cc1Cl
  i	i	i	-15	i	i	-1	-2	-0.3	i	2

The listing continues:
Order of values – TRPC4 block	TRPC4 act	TRPC6 inh	SKKanGAS inh	TRPC6 act	TRPC4 potent	IEC-6 cytotox	aSyn UTR inh	HIF activator	MrgX1 antag	KLF5 inh
> CCN(CC)CCCN(Cc1cc2cc3c(cc2[nH]c1=O)OCO3)C(=O)Nc1ccccc1OC
  i	i	i	5	i	i	-4	-14	-0.4	i	-13
> COc1ccc(CCC(=O)NCc2cccc(C(F)(F)F)c2)cc1
  i	i	i	-8	i	i	-1	15	-0.9	i	0
> COc1ccc(CCn2c(-c3cc([N+](=O)[O-])cc([N+](=O)[O-])c3)nc3nc4ccccc4nc32)cc1
  i	i	i	5	i	i	4	7	0.3	i	-9
> Cc1ccc(C)c(C(=O)COC(=O)c2ccccc2N2C(=O)C3C4CCC(C4)C3C2=O)c1 (stereo not drawn)
  i	i	i	1	i	i	6	-30	0.3	-6*	-10
> O=C(C1COc2ccccc2O1)N1CCn2c(nc3ccccc32)C1 (stereo not drawn)
  i	i	i	5	i	i	1	10	0.1	i	15
> Cc1ccc2nc(-c3cccnc3)oc2c1
  i	i	i	-5	i	i	-5	-80	1.1	i	-61
> COc1cccc2sc(N3CCN(C(=O)c4cccs4)CC3)nc12
  i	i	i	-5	i	i	x	-14	-0.3	i	x

Bioassay records as filed in PubChem.

An unsorted share of the library; about 5.8% have a hit in one of these screens.
